# Screens deposited in PubChem by National Center for Advancing Translational Sciences (NCATS).
# HT1080-NT tox: kills 2HG-producing HT-1080-NT fibrosarcoma cells | 1.6% of 360,000 active | Potency, µM (series often up to 46.1 µM), without a hit: at the highest dose activity, negative = less viability, usual class: cytotoxic | HT-1080-NT fibrosarcoma viability, CellTiter-Glo ATP luminescence, 48 h;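 note: NT is the 2HG producing partner of a matched IDH1 knockdown line; potency is the fitted concentration of half-maximal effect; 0% = DMSO-treated cells and -100% = media-only wells without cells; nearly all actives have a fitted effect of over 55% in size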
#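 Viability by CellTiter-Glo luminescence after 48 h compound exposure at 37C of HT-1080-NT cells (750/well, RPMI, 5% FBS). % activity scaled between DMSO wells and medium-only wells, then curve-fitted and categorized by curve class.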
# SW480 rerep: induces DNA re-replication in SW480 colon adenocarcinoma cells; SW480 DNA re-replication, Hoechst DNA content imaging, 48 h; Potency, µM (top dose mostly 46.1 µM), for the others: at the highest dose re-replication activation, actives largely listed as activators; 1.8% of 340,000 active; AID 624297; note: potency is the fitted concentration of half-maximal effect; % of control where 0% means no effect; nearly all actives have a fitted effect of over 55% in size
#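 Compounds, transferred as 23 nL by pin tool, were incubated with cells for 48 hr; DNA content per nucleus was then quantified by Hoechst staining and fluorescence plate imaging.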
# IL1B secr inh: inhibitors of inflammasome signaling (IL-1 beta secretion) | THP-1 LPS/ATP IL-1B secretion, AlphaLISA, 16 h; hits give low values | activity change, % at 57.5 µM | 4.7% of 360,000 active | AID 743279; in the data active = activity change below about -50%; inconclusive = mostly about -30% to -49%; note: % is set by controls: 0 for no effect and ±100 for the full control effect
#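 THP-1 cells pretreated 1 hr with compounds (up to 57.5 uM final), then stimulated with LPS (250 ng/mL final) plus ATP (1.25 mM final); secreted IL-1B measured by AlphaLISA after 16 hr, decreased signal indicating inhibition.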
# D3 ag: D3 dopamine receptor (human) agonism | P35462 | D3R DiscoveRx beta-arrestin cells, luminescence, 90 min | max activation, % | 0.58% of 410,000 active; in the data active = max activation above about 30%; note: 0% is about no effect; mostly tested at two doses, the higher about 12 µM
# Target sequence (P35462 whole entry, looked up): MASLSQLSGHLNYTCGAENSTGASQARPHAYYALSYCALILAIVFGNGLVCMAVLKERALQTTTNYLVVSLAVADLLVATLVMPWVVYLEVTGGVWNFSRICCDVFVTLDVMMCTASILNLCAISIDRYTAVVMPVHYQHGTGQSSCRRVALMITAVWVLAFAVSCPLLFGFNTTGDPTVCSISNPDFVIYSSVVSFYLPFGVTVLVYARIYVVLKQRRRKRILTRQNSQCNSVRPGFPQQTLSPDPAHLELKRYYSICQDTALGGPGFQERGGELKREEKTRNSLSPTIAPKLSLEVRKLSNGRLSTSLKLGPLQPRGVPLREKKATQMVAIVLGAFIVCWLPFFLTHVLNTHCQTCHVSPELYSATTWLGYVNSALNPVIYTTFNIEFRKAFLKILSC
#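 Agonist-mode cell screen: cells plated at 1500/well and incubated overnight at 37 °C, then exposed to library compounds for 90 min at 37 °C. Detection reagent was added for 30–60 min at room temperature, and luminescence was read.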
# DRD3 antagonist: antagonists of human D3 dopamine receptor. AID 652054. D3R cells, DiscoveRx beta-arrestin luminescence, antagonist mode; hits give low values. max response, negative = inhibition, %. 2.5% of 360,000 active; in the data active = max response below about -50%; inconclusive = no clear call, values can overlap the other calls; note: % is set by controls: 0 for no effect and ±100 for the full control effect; mostly tested at two doses, the higher about 12 µM
#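 Cells plated overnight at 1500 cells/well, then exposed to library compounds with dopamine controls for 90 minutes at 37 degrees C. DiscoveRx reagent added for 30–60 minutes at room temperature; luminescence read, quantitative HTS format.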
# KB-3-1 cytotox: kills parental KB-3-1 adenocarcinoma cells | KB-3-1 viability, CellTiter-Glo ATP luminescence, 72 h | Potency, µM (series often up to 46.1 µM), without a hit: at the top dose activity change, negative = cytotoxic, usual class: cytotoxic | AID 1347075 | 1.4% of 400,000 active; note: potency is the fitted concentration of half-maximal effect; % is set by controls: 0 for no effect and ±100 for the full control effect; nearly all actives have a fitted effect of over 60% in size
#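 Viability of parental KB-3-1 cells, measured by CellTiter-Glo luminescence, followed a 72 h incubation at 37 °C with pinned compounds in phenol-red-free DMEM containing 10% FBS.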
# GLP1R ag: agonists of human GLP-1 receptor. Potency, µM (series often up to 45.6 µM), inactives show at the highest dose activation, hits mostly activators. AID 624172. P43220. HEK293 GLP-1R CRE-luciferase, luminescence, 4-6 h; cells express a hypersensitive GLP-1R form. 0.007% of 380,000 active; note: potency is the fitted concentration of half-maximal effect; % of control where 0% means no effect
# Target sequence (P43220 whole entry, looked up): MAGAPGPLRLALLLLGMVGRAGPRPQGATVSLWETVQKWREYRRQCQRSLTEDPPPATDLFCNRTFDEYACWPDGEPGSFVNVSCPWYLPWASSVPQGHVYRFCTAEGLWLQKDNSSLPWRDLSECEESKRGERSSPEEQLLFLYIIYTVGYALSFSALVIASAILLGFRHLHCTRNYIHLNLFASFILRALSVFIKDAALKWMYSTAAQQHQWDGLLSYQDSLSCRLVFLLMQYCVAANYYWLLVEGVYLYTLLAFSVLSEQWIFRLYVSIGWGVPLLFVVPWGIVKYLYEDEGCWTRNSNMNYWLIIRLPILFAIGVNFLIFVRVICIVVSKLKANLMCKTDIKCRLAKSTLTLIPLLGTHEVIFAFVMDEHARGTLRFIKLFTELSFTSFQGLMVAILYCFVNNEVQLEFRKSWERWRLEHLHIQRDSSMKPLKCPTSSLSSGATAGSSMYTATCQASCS
# KB-V1 cytotox: kills drug-selected multidrug resistant KB-V1 cells; KB-V1 MDR cells viability, CellTiter-Glo, 72 h; 3.4% of 400,000 active; Potency, µM (highest dose often 46.1 µM), inactives show top-dose activity change, negative = cytotoxicity, hits mostly cytotoxic; note: potency is the fitted concentration of half-maximal effect; % is set by controls: 0 for no effect and ±100 for the full control effect; nearly all actives have a fitted effect of over 60% in size
#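 KB-V1, DMEM (no phenol red) + 10% FBS; cpd pin-transferred, titration series; 72 h, 37 degrees C; CellTiter-Glo, luminescence. Data normalized, curve-fit.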
# HT1080 IDH1KD tx: HT-1080 IDH1 knockdown cell toxicity (counter line); HT-1080 IDH1 knockdown viability, ATP luminescence, 48 h; Potency, µM (titrated, usually from 46.1 µM), for inactives: at the top dose activity, negative = toxicity, usual class: cytotoxic; 2% of 360,000 active;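 note: potency is the fitted concentration of half-maximal effect; 0% = DMSO wells and -100% = cell-free medium wells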
#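 HT-1080-IDH1KD cells (IDH1 knocked down), 750/well in RPMI with 5% FBS, treated with compound 48 h at 37 degrees C. Viability by CellTiter-Glo luminescence, normalised to DMSO and no-cell wells; concentration-response curves classed.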
# * = called active by the depositor; ? = inconclusive; nt = no result given; & = joins results of further samples; [ ] = dose if it differs, or a comment. Unless noted, calls come from the whole dose curve; as a rule, active = well fitted curve in the direction sought with a large enough effect; inconclusive = small, poorly fitted or top-dose-only effect, or another doubt; inactive = no such curve, though single readings can be large; an effect the other way counts as inactive or inconclusive.
# Assay codes: A = HT1080-NT tox; B = SW480 rerep; C = IL1B secr inh; D = D3 ag; E = DRD3 antagonist; F = KB-3-1 cytotox; G = GLP1R ag; H = KB-V1 cytotox; I = HT1080 IDH1KD tx
> O=C1CC(c2ccc(S(=O)(=O)N3CCCCC3)cc2)CN1 (stereo not given)
  A = -9%; B = -12%; C = -3; D = -2; E = 12; F = -4%; G = -8%; H = 17%; I = 5%
> CCNc1nc(NCc2ccccc2)nc(SCC(=O)Nc2ccccc2)n1
  A = -11%; B = -3%; C = -50*; D = -4; E = 1; F = ?; G = 19%; H = 2.3µM*; I = -20%
> COc1ccc(C2C(C(=O)c3ccc(C)o3)=C(O)C(=O)N2c2cc(C)on2)cc1OC (stereo not given)
  A = 11%; B = -6%; C = 6; D = -6; E = 19; F = -1%; G = -8%; H = 4%; I = 10%
> CCOC(=O)C1CCCN(C(=O)c2sc(-c3ccccc3)nc2C)CC1 (stereo not given)
  A = ?; B = nt; C = 0; D = 5; E = 1; F = 0%; G = 1%; H = -4%; I = -1%
> CN(C1CCS(=O)(=O)C1)S(=O)(=O)c1ccccc1[N+](=O)[O-] (stereo not given)
  A = 13%; B = -3%; C = -13; D = 1; E = -6; F = 7%; G = 1%; H = 7%; I = 10%
> CCOc1ccc(S(=O)(=O)NCc2cccnc2)cc1NC(=O)c1ccccc1F
  A = -1%; B = 9.2µM*; C = 22; D = -26; E = -11; F = 18µM*; G = 6%; H = ?; I = -24%
> CN(C)C(=O)N1CCCC(C(=O)NCc2ccccc2Cl)C1 (stereo not given)
  A = 6%; B = 1%; C = -10; D = -10; E = -15; F = 10%; G = -7%; H = -23%; I = 1%
> Cc1ccc(N(CC(=O)Nc2ccc3c(c2)OCCO3)S(=O)(=O)c2c(C)n[nH]c2C)cc1
  A = 1%; B = 11%; C = -8; D = 1; E = 24; F = 10%; G = 8%; H = -4%; I = -10%
> COc1ccc(CCNC(=O)CSc2nnc3ccc(-c4cccnc4)nn23)cc1OC
  A = -1%; B = 2%; C = -6; D = 2; E = 1; F = -5%; G = 7%; H = 19%; I = 16%
> CCC1CCCCN1CCCNC(=O)C1CCN(Cc2nc(-c3ccc(Cl)cc3)oc2C)CC1 (stereo not given)
  A = 18µM*; B = 4%; C = -90*; D = 2; E = -22; F = ?; G = -7%; H = -18%; I = ?
> Cc1ccc(Cn2c([N+](=O)[O-])cnc2C)cc1
  A = 0%; B = 0%; C = -3; D = 2; E = 8; F = -8%; G = -5%; H = -25%; I = -7%
> CC(=O)NCCOC(=O)Nc1cccnc1
  A = 4%; B = -1%; C = 5; D = -5; E = -12; F = -3%; G = -7%; H = -1%; I = 15%
> CC1=CCC2C(=O)N(CCc3c[nH]c4ccccc34)C(=O)C2C1 (stereo not given)
  A = -10%; B = -2%; C = 23; D = -6; E = 5; F = 0%; G = 24%; H = -29%; I = ?
> O=C(NN1CCOCC1)c1ccc(Cl)cc1Cl
  A = 2%; B = -4%; C = 1; D = -8; E = -9; F = 0%; G = 0%; H = -8%; I = 7%
> Cn1c2c(c(O)c(-c3ccccc3)c1=O)C(=O)CC(C)(C)C2
  A = ?; B = 3%; C = ?; D = -28; E = -9; F = 2%; G = 3%; H = -13%; I = 19%
> CCOC(=O)CNC(=O)N(C)[C@H]1C[C@H]2c3[nH]c4ccccc4c3CCN2C(=O)[C@H]1[C@H](C)O
  A = ?; B = nt; C = 14; D = 4; E = 0; F = 0%; G = 13%; H = 18%; I = 24%
> CSCCC(NC(=O)COc1ccccc1)C(=O)O (stereo not given)
  A = 15%; B = -6%; C = 14; D = 14; E = 58; F = 1%; G = -3%; H = 2%; I = 10%
> CN(C(=O)COC(=O)COc1ccccc1Cc1ccccc1)c1ccccc1
  A = 4%; B = -390%[inhibitor]; C = -6; D = -4; E = -7; F = -3%; G = 7%; H = -40%; I = -3%
> CCOc1ccccc1NC(=O)CSc1nnc(CNC(=O)c2ccccc2F)o1
  A = 13%; B = -8%; C = 31; D = -1; E = -6; F = 5%; G = -4%; H = ?; I = 11%
> COc1cccc(NC(=O)CNC(=O)Cn2cnc3sc4c(c3c2=O)CCCC4)c1
  A = -5%; B = -24%; C = 20; D = -2; E = 1; F = 3%; G = 10%; H = 0%; I = -16%
> CCCCOc1ccc(C(=O)NCC(=O)NC2CCCCC2)cc1
  A = 0%; B = -11%; C = -9; D = -5; E = -15; F = -4%; G = -2%; H = ?; I = 12%
> COCCNC(=O)COC(=O)c1cccnc1SC
  A = 9%; B = -52%[inhibitor]; C = 20; D = 17; E = 6; F = 1%; G = 5%; H = ?; I = 17%
> COC(=O)c1ccc(CNC(=O)COC(=O)C2CCC(C(C)(C)C)CC2)cc1 (stereo not given)
  A = -4%; B = 1%; C = -2; D = 7; E = 1; F = -3%; G = 0%; H = -8%; I = -1%
> CCN(C(=O)N1CCOCC1)c1ccccc1C
  A = 17%; B = 18%; C = 18; D = 2; E = 5; F = 5%; G = -1%; H = 38%; I = 10%
> Cc1ccc(CSc2ccc(S(=O)(=O)N3CCCCC3)cn2)cc1
  A = 9%; B = 3%; C = 2; D = 1; E = 1; F = -15%; G = -4%; H = 3%; I = 11%

# Ordered by length of the SMILES (descending): some entries from above
# Assay codes: A = HT1080-NT tox; B = SW480 rerep; C = IL1B secr inh; D = D3 ag; E = DRD3 antagonist; F = KB-3-1 cytotox; G = GLP1R ag; H = KB-V1 cytotox; I = HT1080 IDH1KD tx
> COc1ccc(C2C(C(=O)c3ccc(C)o3)=C(O)C(=O)N2c2cc(C)on2)cc1OC (stereo not given)
  A = 11%; B = -6%; C = 6; D = -6; E = 19; F = -1%; G = -8%; H = 4%; I = 10%
> CCC1CCCCN1CCCNC(=O)C1CCN(Cc2nc(-c3ccc(Cl)cc3)oc2C)CC1 (stereo not given)
  A = 18µM*; B = 4%; C = -90*; D = 2; E = -22; F = ?; G = -7%; H = -18%; I = ?
> CN(C1CCS(=O)(=O)C1)S(=O)(=O)c1ccccc1[N+](=O)[O-] (stereo not given)
  A = 13%; B = -3%; C = -13; D = 1; E = -6; F = 7%; G = 1%; H = 7%; I = 10%
> Cc1ccc(CSc2ccc(S(=O)(=O)N3CCCCC3)cn2)cc1
  A = 9%; B = 3%; C = 2; D = 1; E = 1; F = -15%; G = -4%; H = 3%; I = 11%
> CCCCOc1ccc(C(=O)NCC(=O)NC2CCCCC2)cc1
  A = 0%; B = -11%; C = -9; D = -5; E = -15; F = -4%; G = -2%; H = ?; I = 12%
> O=C(NN1CCOCC1)c1ccc(Cl)cc1Cl
  A = 2%; B = -4%; C = 1; D = -8; E = -9; F = 0%; G = 0%; H = -8%; I = 7%
> CCN(C(=O)N1CCOCC1)c1ccccc1C
  A = 17%; B = 18%; C = 18; D = 2; E = 5; F = 5%; G = -1%; H = 38%; I = 10%

# Next section.
# Assay codes: A = HT1080-NT tox; B = SW480 rerep; C = IL1B secr inh; D = D3 ag; E = DRD3 antagonist; F = KB-3-1 cytotox; G = GLP1R ag; H = KB-V1 cytotox; I = HT1080 IDH1KD tx
> CCOCCCNC(=O)c1[nH]c(C)c(C(C)=O)c1C
  A = -4%; B = -21%; C = 31; D = -4; E = -9; F = -1%; G = -1%; H = 31%; I = -2%
> CC(=O)Nc1cccc(C(=O)N/N=C/c2cccc(C)n2)c1
  A = 19%; B = 18%; C = -3; D = 4; E = 12; F = 25%; G = 6%; H = 22%; I = 7%
> COc1ccc(C(=O)C[n+]2cc(-c3ccc(OC)cc3)n3c2CCCC3)cc1
  A = -20%&-13%; B = ?; C = -12&-6; D = -14&2; E = 13&-5; F = ?; G = 3%&-6%; H = ?; I = ?
> CCOc1ccc(N2C(=O)CC(N)C2=O)cc1 (stereo not given)
  A = 1%; B = ?; C = 11; D = -9; E = 13; F = -5%; G = -19%; H = ?; I = -6%
> COC(=O)C1=C(N)OC2=C(C(=O)CC(C)(C)C2)C1c1ccoc1 (stereo not given)
  A = 17%; B = -14%; C = 27; D = 7; E = 6; F = -17%; G = -11%; H = -2%; I = 7%
> CC(C)(C)n1nc2c(c1NC(=O)c1ccc(Br)cc1)CS(=O)C2 (stereo not given)
  A = -1%; B = -16%; C = -8; D = 7; E = 13; F = 9%; G = -3%; H = -16%; I = -2%
> COc1ccc2ccccc2c1CNc1nnnn1C
  A = -2%; B = -4%; C = -1; D = -10; E = ?; F = 18%; G = -1%; H = -19%; I = 4%
> Cc1nn2c(NCc3ccccn3)cc(C(C)C)nc2c1-c1ccccc1
  A = -27%; B = ?; C = 0; D = -10; E = -25; F = -27%; G = 8%; H = ?; I = ?
> CCCCN1C(=O)C(CC(=O)NC2CC2)CC(C(=O)N(C(C)C)C(C)C)=C1C (stereo not given)
  A = 4%; B = nt; C = 10; D = 11; E = 17; F = 3%; G = 13%; H = 0%; I = 2%
> CC(C)(C)c1cc[n+](-c2[nH]c(=O)sc2/C=N/NC([S-])=Nc2ccccc2)cc1
  A = 17%; B = -4%; C = -6; D = -1; E = -8; F = 15%; G = 6%; H = ?; I = 7%
> Cc1ccc(/C=C/C(=O)NCCCN2CCN(CCCNC(=O)/C=C/c3ccc(C)cc3)CC2)cc1
  A = -2%; B = 1%; C = -8; D = 1; E = 2; F = 10%; G = -3%; H = -17%; I = 0%
> Cc1cccc(NS(=O)(=O)c2ccc(C)c(C(=O)NCC(c3ccccc3)N(C)C)c2)c1 (stereo not given)
  A = -15%; B = -25%; C = -29; D = -7; E = -18; F = -13%; G = -3%; H = -23%; I = -5%
> Cc1oc(=O)cc(OCc2ccccc2)c1C
  A = 7%; B = 7%; C = 4; D = 0; E = ?; F = -1%; G = 13%; H = 14%; I = 15%
> O=C(Oc1ccccc1)c1cc2ccccc2o1
  A = 0%; B = 2%; C = 21; D = 7; E = -24; F = 2%; G = -4%; H = ?; I = 4%
> CSc1nc2ccc(NC(=O)C3CC(=O)N(Cc4ccco4)C3)cc2s1 (stereo not given)
  A = 5%; B = 0%; C = 20; D = 1; E = 3; F = 3%; G = 0%; H = 9%; I = 7%
